Screening data deposited in PubChem BioAssay by NCI.
All columns: NCI-60 one-dose screen, growth in % after 48 h at 10 µM unless noted; 100 = growth as untreated, 0 = no growth, -100 = all killed.
SF-295: SF-295 CNS cancer cells | 79,000 tested, 5.6% active | AID 1794758
U251: U251 CNS tumor cells; 80,000 tested, 5.4% active; AID 1794753
DU-145: DU-145 prostate cancer; 81,000 tested, 4.2% active; AID 1794760
OVCAR-5: OVCAR-5 ovarian cancer; 82,000 tested, 2.9% active; AID 1794783
OVCAR-8: OVCAR-8 ovarian cancer | 81,000 tested, 4.4% active | AID 1794782
PC-3: PC-3 prostate cancer cells; AID 1794754; 80,000 tested, 3.9% active
SK-OV-3: SK-OV-3 ovarian cancer cells; 80,000 tested, 3.2% active; AID 1794785
OVCAR-3: OVCAR-3 ovarian cancer | 79,000 tested, 7% active | AID 1794787
OVCAR-4: OVCAR-4 ovarian cancer cells | 80,000 tested, 3.7% active
* hit, by the source's call; nt = no result given; [ ] = another dose, or the depositor's remark. How the source made its calls: active means growth percent below 10; inactive means the rest.

SMILES | SF-295 | U251 | DU-145 | OVCAR-5 | OVCAR-8 | PC-3 | SK-OV-3 | OVCAR-3 | OVCAR-4
Cc1ccc(Nc2nc(-c3ccccn3)cs2)cc1 | nt | 97 | 103 | 106 | 101 | 100 | 111 | 104 | nt
CC(Sc1nc2ccccc2c(=O)n1CCc1ccc(S(N)(=O)=O)cc1)C(=O)NCc1ccccc1 (stereo not given) | 106 | 102 | 102 | 107 | 102 | 95 | 110 | 106 | 112
N=C(N)SCC(=O)c1ccccc1 | 95 | 97 | 112 | 108 | 104 | 94 | 98 | 103 | 111
CN(C)c1ccc(/C=N\NC(=O)c2cccnc2)cc1 | 111 | 116 | nt | 110 | 115 | 103 | 115 | nt | 111
N=c1nc(N)n(N)c2nc3c(cnn3-c3ccccc3)c(=O)n12 | 106 | 108 | 112 | 116 | 109 | 115 | 117 | 113 | 120
O=c1nc2c(-c3nc(-c4ccc(Cl)cc4)no3)n[nH]n2c2sc3c(c12)CCCC3 | 95 | 107 | 107 | 100 | 108 | 93 | 104 | 125 | 108
N#Cc1c(-c2ccc(Cl)cc2)cc(-c2ccccc2)nc1OCc1ccccc1 | 66 | 60 | 91 | 93 | 93 | 40 | 83 | 98 | 77
Cc1c(-n2cc(-c3ccccc3)c3c(-n4[nH]c(=O)c(CC(=O)c5ccc(Cl)c(Cl)c5)c4-c4cccc([N+](=O)[O-])c4)ncnc32)c(=O)n(-c2ccccc2)n1C | 73 | 83 | 77 | 74 | 74 | 53 | 88 | 83 | 60
O=C1NC(N2CCN(c3ccccn3)CC2)S/C1=C\c1ccc(N2N=C(c3ccccc3)CC2c2ccccc2)cc1 (stereo not given) | 106 | 102 | 106 | 113 | 99 | 100 | nt | 94 | 91
O=S(=O)(NCCCNc1nccc(-c2c(-c3cccc(O)c3)nc3occn23)n1)c1ccc(Cl)cc1 | 116 | 102 | 95 | 130 | 77 | 83 | 75 | 93 | 108
CCCCCCCCn1ccc2cc(NC(=O)CN3CCN(c4cc(C)nc(N5CCC(C)CC5)n4)CC3)ccc21 | 107 | 77 | 89 | 86 | 83 | 51 | 97 | 91 | 80
COc1ccc(C2=NN(C(=O)c3cc(-c4ccc(C)cc4)nc4ccccc34)C(c3cc(-c4ccccc4)nn3-c3ccccc3)C2)cc1OC (stereo not given) | 89 | 89 | 95 | 98 | 92 | 78 | 106 | 90 | 98
OC(c1ccc(Cl)cc1)(c1ccc(Cl)cc1)C(O)(c1ccc(Cl)cc1)c1ccc(Cl)cc1 | -2.6* | 47 | 61 | 72 | 57 | 34 | 36 | 41 | 45
CCOC(=O)C(CC1=CS(=O)(=O)c2ccc(Cl)cc21)(NC(C)=O)C(=O)OCC | 97 | 98 | 111 | 106 | 100 | 91 | 108 | 118 | 110
Cc1ccc(C(=O)CSc2nc(-c3ccc(Cl)cc3)c(C#N)c(=O)[nH]2)cc1 | 101 | 102 | 111 | 96 | 103 | 101 | 100 | 99 | 102
CCC1c2ccc3cc(OC)ccc3c2CCC1(C)C(=O)O (stereo not given) | 105 | 100 | 115 | 108 | 100 | 98 | 121 | 124 | 121
Nc1ccc(S(=O)(=O)Nc2ccnn2-c2ccccc2)cc1 | 102 | 94 | 118 | nt | 94 | 90 | 103 | 111 | 109
NC(=O)Nc1ccc2ncnc(Nc3cccc(O)c3)c2c1 | 98 | 88 | 90 | 98 | 99 | 102 | 87 | 83 | 112
CCC(NC(N)=O)C(CC)NC(N)=O (stereo not given) | 110 | 100 | 116 | 100 | 103 | 93 | 112 | 110 | 118
Cn1cc(-c2nc(N)nnc2-c2ccccn2)c2cc(F)ccc21 | 96 | 97 | 102 | 99 | 100 | 94 | 94 | 102 | 96
Cn1cc(-c2csc(-c3cccc(F)c3)n2)c2cccnc21 | -52*[100 µM] | -36*[100 µM] | -63*[100 µM] | -52*[100 µM] | 1.6*[100 µM] | -42*[100 µM] | -21*[100 µM] | -45*[100 µM] | -45*[100 µM]
C[C@@H](Nc1cc(F)cc(F)c1)c1cc(C(=O)N(C)C)cc2c(=O)cc(N3CCOCC3)oc12 | 15 | 61 | 68 | 55 | 58 | 29 | 3.4* | 40 | 88
N#CC(C#N)=C/C=C/c1ccccc1 | nt | 94 | 104 | 104 | 97 | 102 | 110 | 107 | 109
COc1cc(C(=O)c2c(N)ncn2-c2ccccc2)cc(OC)c1OC | 91 | 95 | 100 | 102 | 101 | 79 | 95 | 99 | 101
CC(=O)c1cc(C(C)C)ccc1C | 95 | 98 | 110 | 96 | 108 | 89 | 103 | 111 | 105
COc1ccc(C(=O)Nc2nc(-c3ccc(C)cc3)cs2)cc1 | 93 | nt | 128 | 96 | 100 | 104 | 106 | 111 | 103
CCOC(=O)C1(C(=O)OCC)C(C)CC(=O)N1c1ccccc1OC (stereo not given) | 105 | 98 | 121 | 99 | 101 | 106 | 102 | 111 | 103
Cc1cc(-c2ccccc2)on1 | 100 | 108 | 111 | 106 | 106 | 98 | 93 | 112 | 102
O=C(O)COc1nc(-c2ccco2)cc(-c2ccc(Cl)cc2Cl)n1 | 71 | 98 | 110 | 103 | 95 | 81 | 110 | 107 | nt
CCOC(=O)c1cc(C(=O)c2ccc(Br)cc2)n2ccc3ccccc3c12 | 104 | 106 | 103 | 100 | 107 | 101 | 105 | 108 | 104

10 entries out of the list, sorted by formula weight, low to high.
SMILES | SF-295 | U251 | DU-145 | OVCAR-5 | OVCAR-8 | PC-3 | SK-OV-3 | OVCAR-3 | OVCAR-4
Cc1cc(-c2ccccc2)on1 | 100 | 108 | 111 | 106 | 106 | 98 | 93 | 112 | 102
N=C(N)SCC(=O)c1ccccc1 | 95 | 97 | 112 | 108 | 104 | 94 | 98 | 103 | 111
N=c1nc(N)n(N)c2nc3c(cnn3-c3ccccc3)c(=O)n12 | 106 | 108 | 112 | 116 | 109 | 115 | 117 | 113 | 120
Nc1ccc(S(=O)(=O)Nc2ccnn2-c2ccccc2)cc1 | 102 | 94 | 118 | nt | 94 | 90 | 103 | 111 | 109
O=C(O)COc1nc(-c2ccco2)cc(-c2ccc(Cl)cc2Cl)n1 | 71 | 98 | 110 | 103 | 95 | 81 | 110 | 107 | nt
N#Cc1c(-c2ccc(Cl)cc2)cc(-c2ccccc2)nc1OCc1ccccc1 | 66 | 60 | 91 | 93 | 93 | 40 | 83 | 98 | 77
C[C@@H](Nc1cc(F)cc(F)c1)c1cc(C(=O)N(C)C)cc2c(=O)cc(N3CCOCC3)oc12 | 15 | 61 | 68 | 55 | 58 | 29 | 3.4* | 40 | 88
CC(Sc1nc2ccccc2c(=O)n1CCc1ccc(S(N)(=O)=O)cc1)C(=O)NCc1ccccc1 (stereo not given) | 106 | 102 | 102 | 107 | 102 | 95 | 110 | 106 | 112
CCCCCCCCn1ccc2cc(NC(=O)CN3CCN(c4cc(C)nc(N5CCC(C)CC5)n4)CC3)ccc21 | 107 | 77 | 89 | 86 | 83 | 51 | 97 | 91 | 80
COc1ccc(C2=NN(C(=O)c3cc(-c4ccc(C)cc4)nc4ccccc34)C(c3cc(-c4ccccc4)nn3-c3ccccc3)C2)cc1OC (stereo not given) | 89 | 89 | 95 | 98 | 92 | 78 | 106 | 90 | 98

(list continues)
SMILES | SF-295 | U251 | DU-145 | OVCAR-5 | OVCAR-8 | PC-3 | SK-OV-3 | OVCAR-3 | OVCAR-4
CC1CC(NC(N)=O)NC(=O)N1 (stereo not given) | 93 | 97 | 117 | 108 | 102 | 95 | 107 | 121 | 89
CC1=CC(C)=C(C#N)C2=S=C(c3ccccc3)C(=O)N12 | 79 | 95 | 116 | 114 | 106 | 91 | 101 | 111 | 105
CCCC(=O)Oc1ccc(C(C)(C)C)cc1C(C)c1ccccc1 (stereo not given) | 98 | 99 | 99 | 93 | 108 | 122 | 112 | 101 | 96
Cc1ccc(C(C)O)cc1 (stereo not given) | 124 | 110 | 122 | 104 | 101 | 114 | 106 | 123 | 107
COC1=C(OC)C(=O)C=CC1=O | 113 | 107 | 114 | 116 | 110 | 93 | 114 | 84 | 102
CCCCc1n(Cc2ccc3ccccc3c2)cc[n+]1Cc1ccc2ccccc2c1 | -14* | -46* | 14 | 8.7* | -36* | -30* | -3.4* | -80* | 9.5*
O=C(c1ccccc1)c1no[n+]([O-])c1C(=O)c1ccccc1 | 99 | 99 | 113 | 98 | 102 | 96 | 106 | nt | 107
CCCCCOC(=O)c1cccc([N+](=O)[O-])c1 | nt | 101 | 109 | 103 | 104 | 108 | 110 | 111 | nt
COC(=O)[C@@H](Cc1ccc(OCc2cn(Cc3ccccc3)nn2)cc1)NC(=O)C(=O)c1cn(Cc2cn(Cc3ccccc3)nn2)c2ccccc12 | 100 | 103 | 114 | 90 | 103 | 91 | 98 | 108 | 95
C=C(C)[C@@H]1CC[C@]2(C=O)CC[C@]3(C)[C@H](CC[C@@H]4[C@@]5(C)Cc6c([nH]c7ccccc67)C(C)(C)[C@@H]5CC[C@]43C)[C@@H]12 | 110 | 109 | 98 | 107 | 112 | 92 | 103 | 96 | 101
Cc1cc2c(cc1C)C(=O)C(Br)=C(N)C2=O | 103 | 93 | 98 | 131 | 97 | 83 | 121 | 72 | 86
Nc1no[n+]([O-])c1-c1nnc2c(n1)-c1ccccc1C2=O | 87 | 88 | 2.0* | 84 | 66 | 34 | 111 | -20* | -98*
CCN1CCN(c2nc(C)cc(N(CCCNc3ccnc4cc(Cl)ccc34)Cc3ccc4c(c3)OCO4)n2)CC1 | -76* | -74* | 25 | 52 | -12* | 25 | 33 | -28* | 2.7*
COC(=O)c1nc(N)nc(C(=O)OC)c1C(=O)c1c(C)[nH]c2ccccc12 | 102 | 107 | 120 | 112 | 109 | 104 | 95 | 82 | 106
CCCCCC1=C(C)C=C(C)CC1(C)CN(C)C (stereo not given) | 102 | 102 | 108 | 101 | 100 | 81 | 177 | 111 | 98
OC(CNCCN1CCNCC1)Cc1ccccc1 (stereo not given) | 118 | 104 | 114 | 103 | 104 | 92 | 97 | 114 | 114
Nc1ccn([C@@H](C=O)C[C@@H](C=O)CO)c(=O)n1 | 109 | 98 | 116 | 105 | 98 | 93 | 105 | 113 | 96
CC(CC(=O)c1ccccc1)N1CCCC1 (stereo not given) | 107 | 97 | 105 | 115 | 105 | 105 | 108 | 102 | 108
Cc1ccc(S(=O)(=O)N(C)C(CCCOc2ccccc2)CCCOc2ccccc2)cc1 | 93 | 89 | 101 | 95 | 91 | 74 | 92 | 98 | 86
OCCCCCc1ccccc1 | 102 | 93 | 116 | 96 | 107 | 103 | 115 | 110 | 111
CCCCn1c(=O)c(-c2cc(-c3ccc(Cl)cc3)nc(-c3ccc(Cl)cc3)c2)cc2ccc(Cl)cc21 | 100 | 101 | 108 | 94 | 108 | 95 | 100 | 112 | 109
O=S(=O)(O)c1ccc(N=NSc2ccc3ccccc3c2)cc1 | 97 | 97 | 103 | 106 | 108 | 81 | 112 | 99 | 101
CCN(CC)CCCC(C)Nc1c2ccc(Cl)cc2nc2ccc(OC)cc12 (stereo not given) | 27 | 11 | 16 | nt | 17 | 35 | 39 | 31 | -7.7*
CNS(=O)(=O)Oc1ccc(NC(=O)C2CCCC2)cc1 | 94 | 93 | 99 | 99 | 96 | 88 | 102 | 98 | 104
O=S(=O)(NCCNc1nccc(-c2c(-c3cccc(O)c3)nc3occn23)n1)c1cccc(F)c1 | 106 | 98 | 104 | 128 | 90 | 87 | 92 | 95 | 121
Cc1oc2c(c(C)nn2-c2ccccc2)c(=O)c1Cl | 90 | nt | 111 | 101 | 105 | 95 | 104 | 114 | 100
Nc1nc(Cl)c2ncn(Cc3ccc4c(c3)OCO4)c2n1 | 42 | 61 | 64 | 85 | 48 | 47 | 40 | 49 | 85
Cc1cc2nc[nH]c(=O)n2n1 | 104 | 97 | 115 | 99 | 104 | 106 | 107 | 112 | 113
O=C(c1ccccc1)N(O)c1ccccc1 | 100 | nt | 111 | 113 | 101 | 97 | 108 | 112 | 119
C/C(=C(/c1ccc(Cl)cc1)c1ccc(OCCN)cc1)c1ccccc1 | 103 | 103 | 107 | 98 | 99 | 93 | 116 | 107 | 101
Clc1ccc(-c2cnc3nonc3n2)cc1 | 108 | 106 | 97 | 115 | 92 | 71 | 100 | 74 | 92
CC(=O)NC(CSC/C=C(\C)CCCC(C)CCCC(C)CCCC(C)C)C(=O)O (stereo not given) | 102 | 99 | 101 | 102 | 103 | 92 | 137 | 104 | 103
CCOc1ccccc1C(=O)/C=C/c1cc2ccccc2[nH]c1=O | 1.8* | -92* | -37* | 5.9* | 7.4* | 15 | 19 | -31* | 32
O=C(Nc1ccc(OS(=O)(=O)O)cc1)C12CC3CC(CC(C3)C1)C2 | nt | 104 | 115 | 105 | 101 | 103 | 117 | 112 | 107
Cc1nn2c(-c3nc4ccc(C(F)(F)F)cc4[nH]3)c(-c3ccc(F)cc3)nc2s1 | nt | 96 | 96 | 100 | 90 | 77 | 106 | 93 | 104
Cc1cc(C)c(C)c(C(=O)OCCN2CCCCC2)c1C | 78 | 91 | 112 | 85 | 95 | 85 | 89 | 106 | 100
CCOc1ccc(/C=N/NC(=O)c2cccc3ccccc23)cc1OCC | 89 | 100 | 106 | 104 | 105 | 90 | 99 | 96 | 92
CC(=O)N=c1sc(S(N)(=O)=O)nn1C | 100 | 110 | 119 | nt | 112 | 93 | 105 | 101 | 109
O=C1OC(C(=O)O)Cc2ccsc21 (stereo not given) | 101 | 95 | 109 | 104 | 95 | 97 | 103 | 109 | 110
O=C(Cn1c(=O)ccn(CCCCCCCCOc2ccc(Br)cc2)c1=O)Nc1ccc(Oc2ccc(Cl)cc2)cc1 | 53 | 74 | 74 | 108 | 64 | 45 | 65 | 84 | 53
CN(C)Cc1cccs1 | 100 | 96 | 111 | 98 | 97 | 70 | 88 | 101 | 109
C/C(=N\N=C1/C(=O)Nc2ccc(Cl)cc21)c1ccc2c(c1)Nc1ccccc1S2 | -27* | -32* | -56* | 16 | -16* | -5.6* | 50 | -67* | 16
